phage Ecoli inh – E. coli growth loss with phage present; growth absorbance; inhibition, % at 11.9 µM; 0.26% of 360,000 active; AID 651602; in the data active = inhibition above about 11%
CAL PDZ FP-1 – blocks peptide binding to the human CAL PDZ domain | purified CAL PDZ, TMR-peptide fluorescence polarization, 1 h | inhibition, % at 24.9 µM | AID 602252 | Q9HD26 | 0.92% of 300,000 active;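 active = mean inhibition of at least 30% with at least half of replicates also reaching 30%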;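 note: 0% = DMSO neutral control and 100% = excess unlabeled competitor peptide PRC23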
CAL PDZ FP-2 – blocks peptide binding to human CAL PDZ domain | purified CAL PDZ, TMR-peptide fluorescence polarization, 1 h | AID 504414 | Q9HD26 | inhibition, % at 20 µM | 0.02% of 330,000 active;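 active = highest replicate inhibition of at least 40%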;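 note: plate controls were DMSO neutral control wells for no effect and unlabeled competitor peptide control wells for full effect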
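System: purified tagged CAL PDZ domain construct (CerCALP). Schedule: 1 h incubation at room temperature before polarization reading. Medium: 25 mM sodium phosphate pH 7.4, 150 mM NaCl, TCEP, IgG, Thesit. Read-out: percent inhibition from loss of millipolarization. Measured by: FP readout, S and P plane fluorescence. Probe or stimulus: fluorescent TMR peptide probe.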
Tat export inh – blocks Tat-dependent protein export in E. coli. E. coli MC4100 TorA-mCherry Tat export, fluorescence. inhibition, % at 10 µM. 0.036% of 340,000 active. AID 488895;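 active = mean replicate inhibition at least 50% and at least half of replicates individually reaching 50%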;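 note: exported cargo escapes ClpAP degradation while cytoplasmic cargo is degraded and loses fluorescence; 0% = median of neutral control wells and 100% = median of NaSCN control wells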
SR-BI DiI inh – inhibitors of mouse SR-BI mediated HDL lipid uptake. Q61009. ldlA[mSR-BI] CHO cells, DiI-HDL uptake fluorescence, 3 h. inhibition, % at 12.5 µM. 0.96% of 320,000 active. AID 488896;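 active = mean replicate inhibition of at least 70% and a set share of replicates each scoring 70 or more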;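 note: 0% = median of neutral control wells and 100% = median of positive control wells; values of inactives mirror those of a sister screen read the other way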
Target sequence (Q61009 whole entry, looked up): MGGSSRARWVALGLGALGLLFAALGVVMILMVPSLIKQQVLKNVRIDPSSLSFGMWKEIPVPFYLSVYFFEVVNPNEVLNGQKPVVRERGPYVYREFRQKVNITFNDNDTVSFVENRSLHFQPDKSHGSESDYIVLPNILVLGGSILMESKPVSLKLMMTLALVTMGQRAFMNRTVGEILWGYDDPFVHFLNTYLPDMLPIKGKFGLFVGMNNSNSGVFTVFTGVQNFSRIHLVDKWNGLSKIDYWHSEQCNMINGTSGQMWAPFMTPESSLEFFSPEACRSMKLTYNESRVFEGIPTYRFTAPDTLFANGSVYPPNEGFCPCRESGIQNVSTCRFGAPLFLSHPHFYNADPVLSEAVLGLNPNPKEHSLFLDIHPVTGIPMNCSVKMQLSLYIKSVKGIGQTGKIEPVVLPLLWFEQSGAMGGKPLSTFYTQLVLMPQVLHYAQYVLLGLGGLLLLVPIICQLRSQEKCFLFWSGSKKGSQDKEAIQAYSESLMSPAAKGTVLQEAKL
Wnt act – activators of Wnt/beta-catenin signaling | Wnt/beta-catenin reporter cell assay, activator, plate reader | activation, % at 9.35 µM | 1.2% of 300,000 active | AID 743398; in the data active = activation above about 30%, passing the limit was not always enough;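 note: 0% = neutral control wells and 100% = positive control wells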
MITF act – increases MITF-driven TRPM1 promoter luciferase signal | SK-MEL-5 TRPM1-promoter luciferase, 24 h; % of positive control, neutral wells = 0 | activation, % at 12.5 µM | 0.75% of 300,000 active;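 active = mean activation of at least 80% with every replicate also reaching 80%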;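 note: 0% = neutral control wells and 100% = parthenolide positive control wells; values of inactives mirror those of a sister screen read the other way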
SR-BI DiI-HDL act – SR-BI HDL lipid transfer activation. CHO ldlA[mSR-BI] cells, DiI-HDL uptake fluorescence, 3 h; 100 = double the neutral-control signal. activation, % at 12.5 µM. 0.096% of 320,000 active. AID 504775;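 active = mean replicate activation of at least 60% and every replicate at or above 60%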;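 note: 0% = median plate neutral-control signal and 100% = twice that signal; values of inactives mirror those of a sister screen read the other way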
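Material: SR-BI-overexpressing, LDLR-lacking CHO cells; schedule: compound exposure 3 h, 37 °C; reagent: DiI-labelled HDL at 10 µg/mL final; technique: bottom-read fluorescence, 550/595 nm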
Ecoli viability – bacterial growth inhibition, counter-screen for AddAB inhibitors; 0.27% of 330,000 active; inhibition, % at 11.9 µM; E. coli V3065 growth, OD600 absorbance, 18 h;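 active = inhibition above the campaign's mean inhibition across all tested compounds plus 3 SD, cut at about 9.9% in these data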;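 note: uninfected addAB+ strain grown without phage in ampicillin broth; 0% = DMSO wells and 100% = ciprofloxacin 0.95 µg/ml wells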
AddAB inh – less growth of phage-infected E. coli with AddAB. E. coli expressing H. pylori AddAB, absorbance growth. AID 435030. 0.29% of 330,000 active. inhibition, % at 11.9 µM; in the data active = inhibition above about 12%;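 note: 0% = vehicle wells of infected cells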
An asterisk follows results filed as active; x = no result given. Compounds were not picked by outcome, and some 3.6% of all compounds hit somewhere here.

SMILES	phage Ecoli inh	CAL PDZ FP-1	CAL PDZ FP-2	Tat export inh	SR-BI DiI inh	Wnt act	MITF act	SR-BI DiI-HDL act	Ecoli viability	AddAB inh
CNC(=S)N1CCN(c2c(F)cc3c(=O)c(C(=O)O)cn(C4CC4)c3c2OC)CC1C (centres undefined)	100*	-5	-0.5	73*	0	x	-3	0	99*	101*
CCN1CCN(c2nc3c(C)cccn3c(=O)c2/C=C(\C#N)C(=O)NCCOC)CC1	-0.1	-4	-0.8	-10	-17	-1	4	17	1.3	1.1
COC(=O)c1ccc(N/C=C/C(=O)c2ccc(OC)c(OC)c2)cc1	-0.8	x	-1.4	-3	52	13	10	-52	1.1	0.8
CC(C)N1C(=O)c2ccccc2C1C(=O)NCCc1ccccc1 (centres undefined)	3.8	-4	0.1	-4	-7	1	2	7	-0.3	-1.6
CCc1ccccc1NC(=O)c1ccc(F)c(S(=O)(=O)N2CCC(C(N)=O)CC2)c1	2.2	4	x	23	-2	x	-10	2	-1.5	-0.6
O=S(=O)(c1ccccc1)N1CCN(c2ncnc3scc(-c4ccccc4)c23)CC1	3.4	-2	-2.1	2	10	-3	-19	-10	0.9	1.2
CCOc1ccc(CCNC(=O)c2cccc3c2C(=O)N(CCOC)C3)cc1OCC	0.7	1	-4.6	3	19	-1	-1	-19	-3.1	-0.9
NS(=O)(=O)c1ccc(CCNS(=O)(=O)c2cccc3cccnc23)cc1	-1.4	-3	0.8	-4	-12	1	3	12	0.1	-0.8
O=C(c1oc(=O)c2ccccc2c1-c1ccccc1)N1CCOCC1	2.2	-8	0.1	-4	-9	x	11	9	-1.0	1.8
CC(C)(C)c1ccc(S(=O)(=O)NCc2ccccn2)cc1	0.9	1	0.4	-6	-1	8	7	1	-0.4	0.7
CCOC(=O)c1sc(-c2ccc(Cl)cc2Cl)nc1O	-0.7	49*	0.2	-2	12	-1	11	-12	-0.3	0.4
CC1CN(C(=O)COC(=O)c2nn(-c3ccccc3)c(=O)c3ccccc23)CC(C)O1 (centres undefined)	4.9	0	-2.5	2	8	-3	-4	-8	-0.3	0.8
O=C(Nc1ccc(Cl)cc1)c1cc2nc(C3CC3)cc(C(F)(F)F)n2n1	3.1	-4	x	0	27	x	-5	-27	0.8	-0.4
Cc1ccccc1C(=O)c1cccn1CC(=O)NCc1ccc2c(c1)OCO2	0.1	-2	-1.3	2	-31	2	x	31	-1.8	-2.5
CC(=O)C1=NOC2C(=O)N(c3ccccc3)C(=O)C12 (centres undefined)	2.7	2	0.0	-1	0	1	x	0	-0.4	-0.2
CCC(C)NC(=O)c1cn(CCOC)c(=O)c2c1c1ccccc1n2C (centres undefined)	0.5	1	-0.7	-3	12	0	-1	-12	-1.6	-2.2
C=C(C)C(=O)OCC(C)C	1.2	0	-0.4	-5	3	1	-3	-3	-0.7	-1.2
Cc1[nH]c2ccccc2c1C(=O)CN1CCCCC1CCO (centres undefined)	1.9	x	0.7	-3	-24	-1	x	24	-2.1	-0.3
Cc1ccc(NS(=O)(=O)N2CCOCC2)cc1	-0.2	0	-0.5	-1	-5	-1	4	5	x	x
CCNC(=O)NC(C(=O)OC)C12CC3CC(CC(C3)C1)C2 (centres undefined)	3.2	-1	-2.5	-1	10	x	0	-10	-1.4	1.8
CC(=O)c1ccccc1OCCOCCOc1ccccc1C(C)=O	3.2	1	-1.2	-13	-34	-2	-9	34	2.2	4.2
CCOC(=O)CN1C(=O)SC(Nc2ccc(C)cc2)C1=O (centres undefined)	4.0	x	0.1	-7	-29	10	7	29	2.0	-0.6
CCCNC(=O)c1c(N)n(-c2cc(OC)cc(OC)c2)c2nc3ccccc3nc12	3.2	-3	x	11	-6	-4	x	6	-0.2	0.1
CCN(CC)C(=O)C(=O)N/N=C/c1ccc(Br)cc1	1.6	1	-1.3	-4	7	x	-3	x	1.8	1.8
COC(=O)[C@@H]1C[C@H]2CC[C@H](O)C[C@H]2N1Cc1ccccc1OC(=O)c1cccs1	0.3	-5	0.1	2	-9	0	-9	9	1.8	4.1
O=C(CSc1nnc(-c2ccc3c(c2)OCCO3)o1)N1CCCC1	0.0	-3	-2.2	-2	8	15	40	-8	1.2	3.7
COc1ccc(NC(=O)CSc2nnc3ccc(-c4ccccn4)nn23)c(OC)c1	3.5	-1	-1.6	-3	-9	-3	3	9	-2.1	-2.1
CCNC(=O)COc1ncnc2scc(-c3ccc(F)cc3)c12	2.1	x	-0.4	1	-3	1	-6	3	1.4	2.7
CCOc1ccc(-c2noc(CCCC(=O)NCC3CCCO3)n2)cc1OC (centres undefined)	-3.5	6	-0.4	-3	11	0	5	x	-2.0	2.6
CC(=O)c1c(-c2ccccc2)c2cc(Cl)ccc2[nH]c1=O	4.3	-3	-1.5	-8	-5	0	3	5	3.1	1.4

Given field by field: part of the list above.
CC(=O)C1=NOC2C(=O)N(c3ccccc3)C(=O)C12 (centres undefined)
- phage Ecoli inh: 2.7
- CAL PDZ FP-1: 2
- CAL PDZ FP-2: 0.0
- Tat export inh: -1
- SR-BI DiI inh: 0
- Wnt act: 1
- MITF act: x
- SR-BI DiI-HDL act: 0
- Ecoli viability: -0.4
- AddAB inh: -0.2
CCC(C)NC(=O)c1cn(CCOC)c(=O)c2c1c1ccccc1n2C (centres undefined)
- phage Ecoli inh: 0.5
- CAL PDZ FP-1: 1
- CAL PDZ FP-2: -0.7
- Tat export inh: -3
- SR-BI DiI inh: 12
- Wnt act: 0
- MITF act: -1
- SR-BI DiI-HDL act: -12
- Ecoli viability: -1.6
- AddAB inh: -2.2

Additional records
SMILES	phage Ecoli inh	CAL PDZ FP-1	CAL PDZ FP-2	Tat export inh	SR-BI DiI inh	Wnt act	MITF act	SR-BI DiI-HDL act	Ecoli viability	AddAB inh
O=C(c1ccco1)N1CCN(C(=O)c2cnn3cccnc23)CC1	0.9	-4	-0.3	-7	-21	x	-2	21	2.9	2.5
Cc1ccc(C2(C)NC(=O)N(CC(=O)Nc3ccccc3C(=O)NC3CCCC3)C2=O)cc1 (centres undefined)	1.2	-2	-2.6	-10	3	-1	5	-3	-1.6	-2.4
O=C(NC1=NCCS1)c1cc2ccccc2o1	1.1	-2	0.6	-7	-3	13	-1	3	0.2	0.2
O=S(=O)(c1ccc(NC(=S)Nc2ccc(OC(F)F)cc2)cc1)N1CCOCC1	5.1	-4	-0.8	12	8	2	3	-8	-0.6	2.1
COC(=O)c1sc(-c2ccc(Cl)cc2)cc1NC(=O)CSCC(=O)O	5.1	x	-4.0	-1	4	2	x	-4	1.3	3.4
COc1ccc(C)cc1N1CC(C(=O)Nc2ccccc2C(=O)NC2CC2)CC1=O (centres undefined)	-0.2	-3	-0.7	-10	-4	2	11	4	-1.1	0.6
CCSCc1nc2ccccn2c1Br	2.9	2	0.1	-12	-7	-1	4	7	x	x
Cc1ccc2c(Cl)cc(Cl)c(OCC(=O)Nc3cccc(S(=O)(=O)N(C)C)c3)c2n1	-2.6	-4	0.3	-4	51	x	-4	-51	-4.6	1.9
Cn1c(/N=C/c2ccc3c(c2)OCO3)nc2ccccc21	-0.1	5	0.6	4	-37	-1	0	37	1.9	4.3
Cc1cc(N2CCN(C)CC2)nc2ccc(NC(=S)N3CCOCC3)cc12	-1.6	-2	0.8	1	10	3	-9	-10	-2.0	-2.1
Cc1ccc2nc(NC(=O)C3CC3C)sc2c1 (centres undefined)	1.1	0	-2.3	-1	14	28	49	-14	-0.2	1.8
CC(=O)c1ccc(NC(=O)CN2C(=O)CCC2=O)cc1	1.7	0	-2.0	-1	-12	0	2	12	0.8	-1.7
CNC(=S)N(CCc1c(C)[nH]c2ccc(OC)cc12)Cc1cccnc1	3.3	-4	-2.1	-1	26	-1	12	-26	0.2	1.7
O=C(CSc1ncnc2c1cnn2-c1ccccc1)Nc1ccccc1	2.8	-4	-2.7	3	-30	1	10	30	2.4	1.6
CCOc1ccc(CN(C)CCc2ccccn2)cc1	2.1	1	0.5	3	-7	-3	-6	7	1.7	3.0
CCN(CC)S(=O)(=O)c1cc([N+](=O)[O-])ccc1N1CCC(C(N)=O)CC1	1.1	2	-1.1	5	3	-1	8	-3	2.6	0.3
Clc1ccc(Cc2nnc(-c3cccs3)o2)cc1	2.7	-1	-0.3	-11	11	8	75	-11	-1.0	2.1
COC(=O)n1c(SC)nc2ccccc21	1.7	-5	-0.5	3	-4	-2	x	4	0.9	2.9
Cc1c(C(=O)N2CCCC2)oc2c1-c1nn(CC(=O)NCCCOC(C)C)cc1CC2	2.2	0	-2.0	-4	-2	2	-7	2	2.5	2.7
S=C(Nc1ccc(Cl)cc1)N1CCN(C2CCCCC2)CC1	4.3	x	-2.0	0	12	x	8	-12	3.8	4.2
COc1ccc(CCNC(=O)CSc2cn(Cc3ccccc3)c3ccccc23)cc1OC	3.1	x	0.2	12	14	0	x	-14	-1.2	-0.6
COc1cccc(-c2nc(CS(=O)(=O)CC(=O)NCCc3ccc(OC)c(OC)c3)c(C)o2)c1	-0.5	-3	-2.5	-4	54	-3	-1	-54	1.3	1.3
Cc1ccc(S(=O)(=O)N2CCC(C)CC2)c([N+](=O)[O-])c1	5.3	2	-0.8	1	9	-1	5	-9	0.2	0.7
COc1ccc(/C=C2\SC(=S)N(CC(=O)NCCO)C2=O)cc1	5.0	x	-1.3	-4	6	1	6	-6	-0.2	0.5
CCn1cc(/C=C/C(=O)Nc2c(C)nn(Cc3ccccc3C)c2C)cn1	3.3	-4	-2.8	-8	10	x	2	-10	-0.2	2.0
O=C(Nc1ccc(C(F)(F)F)cc1)N1CCN(C(=O)c2ccco2)CC1	4.3	x	-0.1	-11	-3	0	6	3	2.6	5.8
O=C(CC12CCC(CC1)C2)NCc1ccc2c(c1)OCO2	2.1	6	-3.5	-2	-20	14	x	20	-0.7	0.8
COC(=O)c1cc(-c2ccccc2)sc1NC(=O)CN1C(=O)c2ccccc2C1=O	2.5	123*	0.0	-2	14	-5	-12	-14	0.6	-0.2

Structural class, those above with a Cl atom
SMILES	phage Ecoli inh	CAL PDZ FP-1	CAL PDZ FP-2	Tat export inh	SR-BI DiI inh	Wnt act	MITF act	SR-BI DiI-HDL act	Ecoli viability	AddAB inh
CCOC(=O)c1sc(-c2ccc(Cl)cc2Cl)nc1O	-0.7	49*	0.2	-2	12	-1	11	-12	-0.3	0.4
O=C(Nc1ccc(Cl)cc1)c1cc2nc(C3CC3)cc(C(F)(F)F)n2n1	3.1	-4	x	0	27	x	-5	-27	0.8	-0.4
CC(=O)c1c(-c2ccccc2)c2cc(Cl)ccc2[nH]c1=O	4.3	-3	-1.5	-8	-5	0	3	5	3.1	1.4
COC(=O)c1sc(-c2ccc(Cl)cc2)cc1NC(=O)CSCC(=O)O	5.1	x	-4.0	-1	4	2	x	-4	1.3	3.4
Cc1ccc2c(Cl)cc(Cl)c(OCC(=O)Nc3cccc(S(=O)(=O)N(C)C)c3)c2n1	-2.6	-4	0.3	-4	51	x	-4	-51	-4.6	1.9
Clc1ccc(Cc2nnc(-c3cccs3)o2)cc1	2.7	-1	-0.3	-11	11	8	75	-11	-1.0	2.1
S=C(Nc1ccc(Cl)cc1)N1CCN(C2CCCCC2)CC1	4.3	x	-2.0	0	12	x	8	-12	3.8	4.2
